High-throughput results deposited in PubChem BioAssay by several laboratories.
procasp3 activ – procaspase-3 (human) activation; P42574; recombinant procaspase-3 D3A, Ac-DEVD-pNA absorbance 405 nm; activation, % at 8.5 µM; 330,000 compounds, 0.11% hits; AID 463141;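 active means activation above the mean of all tested compounds plus 3 SD, cut at about 21% in these data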;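 further: 0% = DMSO alone and 100% = DMSO wells spiked with extra 5 µM PC-3 D3A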
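Test system: Procaspase-3 D3A mutant, all three cleavage aspartates alanine | Dosing: Single dose, 8.5 µM nominal compound, 0.8% DMSO | Schedule: 1 h preincubation, 2 h reaction | Technique: 405 nm absorbance of p-nitroaniline, reads at 0 and 120 min | Repeats: One well per compound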
HCV core dimer – blocks dimerization of HCV core protein; inhibition, % at 5 µM; 300,000 compounds, 0.33% hits; TR-FRET GST/Flag-core106 dimerization, 1536-well; AID 1899;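 active means inhibition above the mean of all tested compounds plus 3 SD, set per screening campaign, cut at about 45% in these data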
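Material: Tagged HCV core106 pair (GST and Flag) | Amount: GST-core106 13.5 nM, Flag-core106 17 nM | Medium: KF-containing HEPES buffer, pH 7.45, DTT, CHAPS, BSA | Reagent: Eu donor and XL665 acceptor anti-tag antibodies | Schedule: 4 h at 22.5 °C | Technique: Time-resolved FRET, ex 340 nm, em 617 and 671 nm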
GRK2 inh – blocks RNA aptamer binding to human GRK2. inhibition of aptamer binding, % at 10 µM. P25098. bead flow cytometry, FAM-aptamer displacement from GRK2. AID 488847. 330,000 compounds, 0.59% hits;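 active means inhibition of aptamer binding above 40%, roughly 3 SD of noise, on plates passing a quality check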;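 further: median bead fluorescence of bound FAM aptamer so fluorescent compounds give negative values; no value below 0 was filed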
proCasp7 act – counter-screen for procaspase-3 activators: activators of human procaspase-7. P55210. recombinant procaspase-7, Ac-DEVD-pNA absorbance 405 nm; D23A/D198A/D206A triple mutant, cannot self-cleave; scale: DMSO 0, 5 µM enzyme 100. activation, % at 8.5 µM. 330,000 compounds, 0.093% hits;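 active means percent activation above the screen-wide mean plus 3 SD, cut at about 25% in these data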
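Detection: p-Nitroaniline absorbance at 405 nm, read at 0 and 120 min; system: Uncleavable procaspase-7 mutant enzyme; evaluation: % activation from two-timepoint absorbance difference, scaled to controls; times: 1 h enzyme–compound preincubation and 2 h substrate reaction, both 25 °C; buffer or medium: Zinc-free HEPES pH 7.4 with 300 mM NaCl, 0.01% Triton X-100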
PP1 counter – PP1-alpha (human) inhibition in PP5 counter-screen. P62136. purified PP1alpha, OMFP fluorescence. inhibition, % at 6.7 µM. 320,000 compounds, 0.9% hits;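 active means inhibition above the mean inhibition of all tested compounds plus 3 SD, computed separately for each screening campaign, cut at about 15% in these data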
VLA-4 inh – inhibition in a human VLA-4 binding assay | P13612 | VLA-4 expressing cells, ligand binding flow cytometry | 330,000 compounds, 0.2% hits | inhibition, % (about 7 µM as worked out from the volumes in the protocol); in the data active means inhibition above about 50%
Target sequence (P13612 whole entry, looked up): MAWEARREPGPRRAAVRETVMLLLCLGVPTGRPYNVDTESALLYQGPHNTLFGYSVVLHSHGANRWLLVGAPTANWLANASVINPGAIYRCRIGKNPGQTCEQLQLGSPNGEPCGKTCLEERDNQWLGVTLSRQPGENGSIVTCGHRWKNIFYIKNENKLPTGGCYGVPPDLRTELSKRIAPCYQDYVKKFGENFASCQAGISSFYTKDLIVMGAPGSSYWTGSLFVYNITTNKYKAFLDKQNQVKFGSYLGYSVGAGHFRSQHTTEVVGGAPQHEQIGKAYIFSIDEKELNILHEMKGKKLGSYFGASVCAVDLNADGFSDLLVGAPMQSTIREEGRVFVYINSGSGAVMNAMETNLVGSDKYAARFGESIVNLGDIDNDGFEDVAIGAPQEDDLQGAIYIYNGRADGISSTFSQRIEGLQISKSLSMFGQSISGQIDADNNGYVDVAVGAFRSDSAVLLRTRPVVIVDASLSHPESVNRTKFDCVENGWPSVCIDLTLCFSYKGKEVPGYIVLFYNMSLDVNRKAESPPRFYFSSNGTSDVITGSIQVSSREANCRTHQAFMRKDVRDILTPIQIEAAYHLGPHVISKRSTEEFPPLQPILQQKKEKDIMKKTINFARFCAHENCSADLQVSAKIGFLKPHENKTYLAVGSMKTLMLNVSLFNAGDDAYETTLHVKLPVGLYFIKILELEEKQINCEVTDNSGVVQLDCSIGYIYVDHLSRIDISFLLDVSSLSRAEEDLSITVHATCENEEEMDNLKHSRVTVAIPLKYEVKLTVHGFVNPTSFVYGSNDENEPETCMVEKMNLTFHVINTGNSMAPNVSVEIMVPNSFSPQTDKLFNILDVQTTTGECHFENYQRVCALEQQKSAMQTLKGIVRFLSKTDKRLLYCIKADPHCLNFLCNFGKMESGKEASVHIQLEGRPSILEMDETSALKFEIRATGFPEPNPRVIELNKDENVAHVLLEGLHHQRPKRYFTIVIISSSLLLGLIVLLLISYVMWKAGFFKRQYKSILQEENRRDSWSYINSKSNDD
CTSL1 counter – counter-screen for PFM18AAP inhibitors: inhibitors of F. hepatica cathepsin L1; recombinant F. hepatica cathepsin L1, Z-Leu-Arg-MCA fluorescence; inhibition, % at 5.96 µM; 300,000 compounds, 0.49% hits;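 active means inhibition above the mean of all tested compounds plus 3 SD, set per screening campaign, cut at about 17% in these data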;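 further: 0% = plate median of test compound wells and 100% = 1 µM Z-Phe-Ala-diazomethylketone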
PP5 inh – blocks human protein phosphatase 5 activity; inhibition, % at 6.7 µM; P53041; purified PP5c, OMFP substrate fluorescence; 320,000 compounds, 0.18% hits;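 active means inhibition above the campaign's mean inhibition across all tested compounds plus 3 SD, cut at about 9.5% in these data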;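 further: 0% = DMSO only and 100% = 100 µM cantharidin control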
JMJD2C inh – inhibitors of human GASC-1 (JMJD2C) demethylase; Q9H3R0; GST-JMJD2C(1-420) H3K9me3 demethylation, DELFIA europium; inhibition, % at 2.35 µM; 330,000 compounds, 0.069% hits; AID 2099;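 active means more than half of a compound's replicate wells show inhibition beyond 50%, single wells judged on their own value; inconclusive means some, but no more than half, of replicates pass 50% inhibition; inactive means no replicate passes 50% inhibition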;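 further: signal counts dimethyl H3K9 product captured on neutravidin plate; 0% = median of DMSO wells and 100% = 0.3 times that DMSO median; strong numbers were not always called active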
* = called active by the depositor; i = inactive; ? = inconclusive; · = not tested or not shown.

SMILES	procasp3 activ	HCV core dimer	GRK2 inh	proCasp7 act	PP1 counter	VLA-4 inh	CTSL1 counter	PP5 inh	JMJD2C inh
COc1ccc(CCNC(=O)Nc2cccc([N+](=O)[O-])c2)cc1	-3	5	0	-8	5	0	-3	3.9	-2
CCOC(=O)c1cnc2nc(N3CCOCC3)nn2c1N	2	-11	0	0	-1	-12	3	0.9	-1
CN(CC(=O)Nc1ccc(C(N)=O)cc1)S(=O)(=O)c1ccc2c(c1)OCCO2	0	·	0	3	·	9	·	·	8
CCN1CCN(C(=S)Nc2ccc(C(C)=O)cc2)CC1	-4	-6	0	-1	-2	5	3	-0.1	-4
CCc1cc(=O)oc2c3c(cc(OCC(=O)NCc4cccnc4)c12)OC(C)(C)CC3	7	4	1	-11	1	-17	0	1.4	-1
COc1ccc(CC(=O)Nc2ccc(-c3noc(-c4cc(OC)c(OC)c(OC)c4)n3)cc2)cc1	-1	1	17	5	-3	-2	-1	4.0	·
COc1ccc(OC)c(-c2cnc(OC(C)(C)C)nc2OC(C)(C)C)c1	-6	11	1	0	-5	7	0	2.4	-1
COCCn1c(SCC(=O)N2CCc3ccccc3C2)nc2cc(Cl)ccc2c1=O	-5	4	0	0	4	1	2	1.4	-1
O=C(c1cnc(Cl)c(Cl)c1)N1CCN(S(=O)(=O)c2ccc(F)cc2)CC1	1	0	0	2	-2	-2	3	1.0	-3
N#CC1(NC(=O)CN2C(=O)NC(c3ccccc3)(c3ccccc3)C2=O)CCCC1	0	·	2	-4	-1	6	·	2.3	2
CCOC(=O)[C@H]1[C@H]2COc3ccccc3[C@@H]2N2C(=O)c3cc(C)ccc3NC(=O)[C@@]12C	1	9	·	-3	0	·	-4	1.5	5
O=C(O)c1[nH]c2ccccc2c1CC(=O)N1CCOCC1	0	-1	0	4	-2	-1	3	2.4	-11
Cc1c(NC(=O)c2cc(-n3cnnc3)ccc2Cl)cccc1-c1nc2ccccc2s1	8	7	0	1	6	6	-6	2.7	-1
NS(=O)(=O)c1ccc(NC(=S)NC(=O)c2ccco2)cc1	4	-12	0	0	1	-8	1	2.0	-6
Cc1ccc(/C=C/C(=O)O)cc1S(=O)(=O)Nc1ccccc1C(=O)O	0	-1	1	4	-2	9	-3	2.1	-8

The final 2 compounds of the section before open the next one:
SMILES	procasp3 activ	HCV core dimer	GRK2 inh	proCasp7 act	PP1 counter	VLA-4 inh	CTSL1 counter	PP5 inh	JMJD2C inh
NS(=O)(=O)c1ccc(NC(=S)NC(=O)c2ccco2)cc1	4	-12	0	0	1	-8	1	2.0	-6
Cc1ccc(/C=C/C(=O)O)cc1S(=O)(=O)Nc1ccccc1C(=O)O	0	-1	1	4	-2	9	-3	2.1	-8
Cc1cc(Nc2ccc(Cl)cc2)nc(N2CCOCC2)n1	4	-4	0	7	-2	7	-2	-1.6	4
CCOC(=O)C(=NC(C)(C)C)NNc1cc(Cl)ccc1Cl	-7	-9	0	-6	-1	-5	1	0.2	14
O=C(Cc1ccccc1)N/N=C/c1cc(Br)cc(Cl)c1O	18	-2	0	15	9	18	-1	3.7	?
Cc1cc(=O)[nH]c(SCC(=O)N2CCCC2)n1	-1	·	0	0	·	5	·	·	0
CCN1CCN(c2nc3c(C)cccn3c(=O)c2/C=C(\C#N)C(=O)NCCOC)CC1	-3	-2	1	-5	-1	-1	3	2.9	-11
CCN1CCN(CCNC(=O)c2cc(Cl)c(NC(=O)C3=C(C)OCCS3)cc2OC)CC1	11	-5	2	7	-5	0	1	-3.7	0
COc1ccc(N)cc1-n1cnnn1	-1	2	0	4	-3	2	-2	-2.7	9
COc1ccc2oc(C(=O)OCC(=O)N(Cc3ccccc3)C(C)C)c(C)c2c1	7	8	2	-2	-3	-4	-1	0.8	11
Cc1cc2cc(C)c3nnc(SCC(=O)NCc4ccco4)n3c2cc1C	8	4	2	-2	-4	23	-1	2.3	-3
O=C(NCC1CCCO1)c1nc2c(nnn2Cc2ccc(F)cc2)c(=O)[nH]1 (configuration not stated)	3	-5	1	7	4	1	-3	1.9	3
Fc1ccc(CN2CC[C@H]3C=CCc4cccc(c43)C2)cc1	2	·	3	-4	-1	-20	·	3.0	4
COc1c(C)cc(Br)cc1C(=O)NC(=S)Nc1ccc(Cl)c(C(=O)O)c1	-10	9	4	8	-1	-2	4	-1.8	-43
O=C(NC(c1ccccc1)C(Cl)Cl)c1ccccc1 (configuration not stated)	4	2	8	8	3	6	4	2.0	1
Oc1ccccc1Nc1ccccn1	4	-4	1	10	1	4	-5	1.8	-1
O=C(Nc1ccc2c3c(cccc13)CC2)c1cccc([N+](=O)[O-])c1	5	1	0	8	1	6	-2	0.4	-7
CC(OC(=O)COc1cccc2c1OC(C)(C)C2)C(=O)Nc1ccc(S(N)(=O)=O)cc1 (configuration not stated)	11	2	2	2	-7	-3	-5	0.7	-48
COc1cccc(C(=O)Nn2cnnc2)c1	5	-3	0	3	-3	2	1	1.8	1
CCCn1c(SCC(=O)N2CCCC2)nc2c1c(=O)n(C)c(=O)n2C	3	-2	0	12	-3	26	-2	1.5	1
Cc1ccc(Cn2c(SCC(=O)NCC3CCCO3)nc3c(sc4ccccc43)c2=O)cc1 (configuration not stated)	1	1	3	2	-5	13	2	-0.3	1
O=C(COc1ccc(Br)cc1)NCCN1CCCC1	-2	4	·	14	1	7	1	0.7	2
CC1CN(c2nnc(-c3ccccc3)c3ccccc23)CC(C)O1 (configuration not stated)	-5	6	0	-1	-3	3	2	1.0	-4
CSc1nsc(SCC(=O)Nc2ccc(NC(C)=O)cc2)n1	-3	-1	0	8	-1	0	-2	4.1	19
O=C1c2ccccc2N2C(=O)c3ccccc3C2N1Cc1ccco1 (configuration not stated)	-6	13	0	-1	-3	0	14	0.0	2
O=C(COC(=O)c1cccc([N+](=O)[O-])c1)NNC(=O)c1cccs1	3	·	0	0	-3	-4	·	-0.8	8
CCOC(=O)c1csc(NC(=O)CSc2nnnn2-c2cccc(OC)c2)n1	-13	8	1	-1	5	13	1	2.5	-6
Cc1ccc(Cc2nc(-c3cccc(C)c3)no2)cc1	8	-1	0	-6	1	6	6	0.1	3
O=C(c1ccc(CS(=O)Cc2ccccc2Cl)o1)N1CCN(c2cccc(Cl)c2)CC1 (configuration not stated)	1	-10	0	-8	1	-8	5	3.5	-7
CCOC(=O)C1=C(COC(=O)/C=C/c2ccc(OCC)c(OC)c2)NC(=O)NC1C (configuration not stated)	0	-3	0	3	-5	9	5	2.5	1
CC(=O)Nc1ccc(NC(=O)CSc2nc(N)c(NC(=O)c3ccccc3F)c(=O)[nH]2)cc1	2	17	4	6	0	9	1	-0.7	-6
CCCCCNCc1cccc(Br)c1	-6	-1	0	5	-5	-13	3	-0.7	0
COc1cc(CC(=O)N(c2ccccc2)c2nc(C)cs2)cc(OC)c1OC	1	-3	0	6	0	2	1	2.0	0
Cc1cccnc1NC(=O)c1c(O)c2cccc3c2n(c1=O)CCC3	5	4	0	2	13	16	2	-0.1	-16
CC(=O)Nc1sc(NC(=O)c2ccc(Cl)cc2)nc1-c1cccs1	11	-3	0	6	-4	-5	-1	-0.9	1
O=C(O)c1ccc(Nc2cc(Cl)c3nonc3c2[N+](=O)[O-])cc1	-13	1	2	-5	3	12	4	2.7	-6
CCCCn1c(N)c(N(CC)C(=O)c2cccc(S(=O)(=O)N3CCN(C)CC3)c2)c(=O)[nH]c1=O	24*	-1	0	6	-3	6	-5	-1.8	0
CCC1(C)Cc2nc3sc(C(=O)O)c(N)c3cc2CO1 (configuration not stated)	-22	14	0	-23	1	-2	-1	3.0	-6
CC(=O)c1ccc(NC(=O)c2ccc(NC(=O)c3ccco3)cc2)cc1	-10	9	77*	1	10	-10	-2	0.5	1
CN(C)c1nnnn1-c1ccc(Oc2ncc(C(F)(F)F)cc2Cl)cc1	2	2	14	14	-2	0	0	1.8	8
CSc1ccc(CN2C(=O)NC3(CCCCCC3)C2=O)cc1	2	1	0	11	1	-6	3	0.6	6
O=C(Nc1cccc(Cl)c1)Nc1ccc(Cl)cn1	4	4	0	-14	-3	-5	-4	0.4	-7
COc1ccc(-c2nn3c(COc4ccccc4)nnc3s2)cc1OC	0	2	4	-6	2	-2	2	-0.9	0
CCN(CC)CCCn1c2c(c(SCC(=O)Nc3ccc4c(c3)OCO4)nc1=O)CCC2	-1	2	3	3	-3	7	3	0.1	-5
Cc1csc(NC(=O)CSc2nc(=O)n(CCCN(C)C)c3c2CCC3)n1	1	-4	1	6	-5	2	4	0.1	8
COc1ccccc1CNC(=O)COc1cccnc1[N+](=O)[O-]	-6	7	0	5	-4	29	1	2.4	-4
O=C(NCCCn1ccnc1)c1ccc(N2CCCCC2)c([N+](=O)[O-])c1	-3	0	0	2	-3	9	-5	1.3	-3
CC[C@@H]1CC=C[C@H]2[C@H]1C(=O)N(Cc1ccccc1)[C@H]2c1ccoc1	-2	6	·	2	6	·	6	4.3	-5
CN(Cc1ccccc1)c1nc2c(c(=O)[nH]c(=O)n2C)n1CCCc1ccccc1	8	6	0	-9	13	-8	1	2.5	-4
COc1ccc(C(CC(=O)Nc2ccccn2)N2Cc3ccccc3C2=O)cc1OC (configuration not stated)	-2	0	2	-11	0	-3	-6	-0.9	i
O=C(NN1C(=O)C2C(c3ccccc3)C=CC(c3ccccc3)C2C1=O)c1cccc(Br)c1 (configuration not stated)	4	19	0	0	6	18	1	4.1	14
COc1ccc(C2CC(c3ccccc3)=NN2C(=O)COC(=O)c2cc(S(=O)(=O)N3CCOCC3)ccc2Cl)cc1 (configuration not stated)	1	-2	1	8	20*	12	1	5.9	7
O=C(c1ccc2c(c1)OCCO2)N1CCN(c2ncc(C(F)(F)F)cc2Cl)CC1	4	0	0	8	-2	-6	4	0.7	·
O=C(NC1CCCC1)C1CCN(S(=O)(=O)c2ccccc2)CC1	12	1	1	-5	-3	-4	0	0.7	7
COc1ccc(OCc2nnnn2-c2ccccc2)cc1	-1	-7	7	10	-2	5	3	-0.7	68
Cc1cc(C(F)(F)F)c2c(n1)sc1c(O)cc(=O)[nH]c12	0	2	1	2	-3	-14	2	0.8	0
CCOC(=O)N1CCC(NC(=O)c2cc(S(=O)(=O)N3CCCC3)cn2C)CC1	2	3	1	-6	-3	-11	4	-1.0	2
Cc1ccccc1NC(=O)CC1SCCNC1=O (configuration not stated)	-2	-5	0	7	-1	-2	-1	0.1	-4
CCOC(=O)c1ccc(NC(=O)COC(=O)Cc2csc(-c3ccccc3)n2)cc1	-11	-1	1	0	1	-7	-40	1.1	4
Cn1c(SCC(=O)NC2CCCCC2)nnc1-c1cccc(N)c1	-5	1	1	-3	0	6	0	-1.1	0
